T cell HTS: modulates CD8 T cell binding to vesicles; hit rate 0.068% among 330,000; AID 2052; calls only at 7 µM; 2C CD8+ T cell-vesicle binding, flow cytometry; hits give low values;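 active = response, share of CD8 T cells binding vesicles, and their 90th percentile fluorescence all below set limits, cut at about 80% in these data, passing the limit was not always enough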
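Material: murine 2C transgenic CD8+ T lymphocytes / Also added: QL9-peptide-loaded Drosophila micro-vesicles bearing Ld, ICAM-1 and B7-1 / Schedule: binding step 1.5 h, 37 °C, antibody labelling 20 min, ice / Signal: flow cytometry, PE anti-B7-1 (FL2) versus Alexa647 anti-CD8 (FL8), PFA-fixed / Evaluation: percent CD8+ FL2 mean versus row control / Benchmarks: naked versus QL9-loaded vesicles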
Myeloid diff MLP: promotes myeloid progenitor differentiation; hit rate 1% among 360,000; ER-HoxA9 myeloid progenitors, lysozyme-GFP differentiation, flow cytometry; calls only at 10 µM;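 active = normalized GFP-positive differentiation at or above the plate's own cutoff, the solvent-only control mean plus 3 SD; inconclusive = no clear call, values can overlap the other calls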;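 note: cells exposed to compound for four days before flow analysis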
T cell HTS vesicle-bound %: further read-out of T cell HTS, marked with its call; double positive events, %; measured here: CD8+ vesicle-bound cell fraction;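 binding gate set so that unloaded-vesicle control wells show 10% double positive cells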
Myeloid diff MLP GFP+ MAC1+ %: further read-out of Myeloid diff MLP, marked with its call; GFP+ MAC1+ double positive, %; measured here: differentiation confirmed by MAC1 staining
Numbers without * were called inactive; i = inactive; ? = inconclusive; nt = no result given; + = active, no number.

SMILES | T cell HTS | T cell HTS vesicle-bound % | Myeloid diff MLP | Myeloid diff MLP GFP+ MAC1+ %
COc1ccccc1C(=O)COC(=O)Cc1c[nH]c2ccccc12 | i | 57.5 | i | 0.5
COc1ccc(C(=O)COC(=O)CCNS(=O)(=O)c2ccccc2)c(OC)c1 | i | 30.8 | i | 0.3
CC(NS(=O)(=O)c1cccc(C(=O)NCc2ccncc2)c1)c1ccccc1 (configuration not stated) | i | 11.9 | i | 1.0
CN(C(=O)COc1ccc(-c2nnco2)cc1)C1CCS(=O)(=O)C1 (configuration not stated) | i | 24.4 | i | 1.1
Cc1ccc(S(=O)(=O)N2CCOCC2)cc1C(=O)OCC(=O)c1ccc[nH]1 | i | 21.9 | i | 0.3
COc1cc(NS(C)(=O)=O)ccc1Nc1c2ccccc2nc2ccccc12 | i | 54.0 | ? | nt
O=C(CC1SC(N2CCCCC2)=NC1=O)Nc1cccc(C(=O)NCc2ccccc2)c1 (configuration not stated) | i | 25.1 | i | 1.4
CCCCn1c(N)c(N(CC(C)C)C(=O)c2ccc(N(C)S(=O)(=O)c3ccc(C)cc3)cc2)c(=O)[nH]c1=O | i | 35.4 | i | 1.5
NS(=O)(=O)c1ccc(NC(=O)c2ccc(Cl)c(S(=O)(=O)NCc3ccco3)c2)cc1 | i | 40.7 | i | 0.3
O=C(COC(=O)c1c(F)cccc1Cl)NCC1CCCCC1 | i | 40.0 | i | 0.5
O=C(Cc1cccc(NC(=O)C2CCCN(C(=O)C3CC3)C2)c1)Nc1cccc(C(=O)N2CCCC2)c1 (configuration not stated) | i | 16.6 | i | 0.9
O=C1C=C(c2ccc3c(c2)oc2ccccc23)C[C@@H](c2ccc3c(c2)OCO3)C1 | i | 10.7 | i | 14.9
COc1ccc(NC(=O)CN(C)C(=O)c2cc(-c3ccc(C)o3)nc3ccccc23)cc1 | i | 54.4 | i | 0.5
COc1ccc(C(=O)NCCS(=O)(=O)NCc2ccc3c(c2)OCO3)cc1 | i | 47.0 | i | 0.5
COCC(C)n1c(C)cc(C(=O)CN2c3cccc4cccc(c34)S2(=O)=O)c1C (configuration not stated) | i | 38.4 | i | 0.7
CCOC(=O)C1CCCN(C(=O)c2cc(CN3C(=O)c4ccccc4C3=O)ccc2OC)C1 (configuration not stated) | i | 52.3 | i | 1.1
O=C(NCc1ccncc1)c1cccc(NS(=O)(=O)c2ccc(F)c(F)c2)c1 | i | 30.9 | i | 0.3
CCCCCN(C(=O)CCC(=O)OCC(=O)NC1CCC(C)CC1)c1c(N)n(CCCC)c(=O)[nH]c1=O (configuration not stated) | i | 41.3 | i | 0.8
CCC1(c2ccccc2)NC(=O)N(CC(=O)N(C)CC(=O)Nc2cccc(OC)c2)C1=O (configuration not stated) | i | 57.8 | i | 1.6
COc1cccc(NC(=O)CN(C)C(=O)c2c(C)nn(CC(C)C)c2Cl)c1 | i | 27.0 | i | 1.4
COc1ccccc1CCNC(=O)c1ccc(NC(=O)CC2SC(N3CCCCC3)=NC2=O)cc1 (configuration not stated) | i | 27.3 | i | 1.4
COc1cccc(CNC(=O)C(=O)NCCC2CCCCN2S(=O)(=O)c2ccc(C)cc2)c1 (configuration not stated) | i | 54.9 | i | 0.2
CCOc1ccc(C(=O)NC(C(=O)NCC(c2cccs2)N(C)C)C(C)C)cc1 (configuration not stated) | i | 16.3 | i | 0.5
CC(C)c1ccc(C(=O)COC(=O)C(O)c2ccccc2)cc1 (configuration not stated) | i | 42.7 | i | 0.6
CC1CCN(S(=O)(=O)c2ccc(C(=O)N3CCCC(C(F)(F)F)C3)cc2)CC1 (configuration not stated) | i | 11.7 | i | 0.8
NS(=O)(=O)c1ccc(CCNC(=O)Cc2ccc(S(=O)(=O)N3CCOCC3)s2)cc1 | i | 50.2 | i | 0.9
CCOC(=O)c1c(NC(=O)C(C)OC(=O)c2ccc(NC(=O)CC#N)cc2)sc2c1CCCC2 (configuration not stated) | i | 48.2 | + | 3.6*
CN(C(=O)CSc1nc2ccccc2c(=O)n1-c1ccccc1F)C1CCS(=O)(=O)C1 (configuration not stated) | i | 30.7 | i | 1.4
CC(=O)NC1C(O)OC(CO)C(O)C1O (configuration not stated) | i | 26.9 | i | 4.5
Cc1nc(N/C(N)=N/S(=O)(=O)c2ccccc2)nc2ccccc12 | i | 35.6 | i | 0.2
CCN(C(=O)COC(=O)c1ccc2c(c1)OCO2)c1ccccc1 | i | 33.4 | ? | nt
N#Cc1ccccc1COC(=O)CCC(=O)c1cccs1 | i | 41.9 | i | 0.8
COc1ccc(OC)c(NC(=O)C2CCN(S(=O)(=O)c3ccc4c(c3)OCCO4)CC2)c1 | i | 42.8 | i | 0.5
COc1ccc2ccc(OCC(=O)Nc3cc(C)on3)cc2c1 | i | 43.3 | i | 0.1
CN(C)C1=NC[C@H](Cc2ccccc2)N1CCc1cccc(F)c1 | i | 15.7 | i | 1.0
Cc1ccc(NC(=O)CSCC(=O)NC2=NCCS2)cc1 | i | 37.0 | i | 0.7
CCOc1ccc(NC(=O)CN(C)C(=O)c2cn(-c3ccc(F)cc3)nc2-c2cccc(OC)c2)cc1OCC | i | 54.0 | i | 1.1
Cc1cc(C(=O)OCC(=O)Nc2cc(Cl)ccc2C)c(C)o1 | i | 41.2 | i | 0.5
COc1cccc(-c2ccc3c(c2)S(=O)(=O)c2cccc(C(=O)O)c2C3=O)c1OC | i | 29.2 | i | 1.1
Cc1nc(SCc2nc3ccc(C(F)(F)F)cc3[nH]2)c2oc3ccccc3c2n1 | i | 19.1 | i | 2.3
O=C1CCc2cc(S(=O)(=O)NC3CCCCC3)ccc2N1 | i | 26.3 | i | 0.9
CC(C)(Oc1ccc(Cl)cc1)C(=O)Nc1c2c(nn1C(C)(C)C)CS(=O)(=O)C2 | i | 49.8 | i | 0.8
O=S(=O)(c1cccc(-c2n[nH]c(=S)n2-c2cccc(C(F)(F)F)c2)c1)N1CCOCC1 | i | 24.8 | i | 1.0
C#CCOCCOCCOCCNc1nc(N2CCN(C(=O)CCCCCCCCCCNC(=O)Cn3cc(CCCCCN)nn3)CC2)nc(N2CCN(C(=O)CCCCCCCCCCNC(=O)Cn3cc(C[C@@H](C)O)nn3)CC2)n1 | i | 43.8 | i | 1.3
CSCc1c(C(=O)N2CCCc3ccccc32)oc2ccccc12 | i | 29.3 | i | 0.9
Cc1cc(NC(=O)C(C)SCC(=O)OC(C)C(=O)Nc2cccc(C#N)c2)no1 (configuration not stated) | i | 49.2 | i | 0.6
COc1ccc(C(=O)NCC(=O)OCC(=O)NC(=O)c2ccc(C(C)(C)C)cc2)cc1OC | i | 43.3 | i | 1.5
Cc1ccc(CNC(=O)CSc2nnc3n2CCCCC3)cc1 | i | 28.4 | i | 2.2
CC(=O)Nc1ccc(C2=CC(=O)CC(C)(C)C2)cc1 | i | 33.0 | i | 1.7
CCc1ccc(-c2nc(SCC(=O)NC3CCS(=O)(=O)C3)n[nH]2)cc1 (configuration not stated) | i | 36.8 | i | 0.7
O=c1oc(CCO)cc2ccc(Br)cc12 | i | 26.1 | i | 3.2
NS(=O)(=O)c1ccc(NC(=O)c2ccc(S(=O)(=O)N3CCCCCC3)cc2)cc1 | i | 10.2 | i | 1.1
O=C1CCN(Cc2ccccc2)C=C1c1ccc(Cl)cc1 | i | 12.8 | i | 0.6
Cn1ccnc1SCC(=O)Nc1ccc(SC(F)F)cc1 | i | 31.9 | i | 0.4
O=C(CN1CCCc2ccccc21)Nc1cc(S(=O)(=O)N2CCCC2)ccc1Cl | i | 30.3 | i | 1.7
CC(C)Nc1nnc(SC(C)C(=O)Nc2ccc(N3CCOCC3)cc2)s1 (configuration not stated) | i | 42.5 | i | 0.9

Next results follow:
SMILES | T cell HTS | T cell HTS vesicle-bound % | Myeloid diff MLP | Myeloid diff MLP GFP+ MAC1+ %
O=C(c1cc(C2CC2)nn1-c1ccccc1)N1CCN(c2ccccc2O)CC1 | i | 53.2 | i | 0.6
CC(=O)Nc1ccc(C)cc1 | i | 19.0 | i | 1.4
COc1ccccc1N(CC(=O)N(C)Cc1ccccc1)S(=O)(=O)c1cccs1 | i | 38.9 | i | 0.8
CCOCCn1ccc2c(OCC(=O)Nc3ccccc3F)cccc2c1=O | i | 47.3 | i | 0.8
CN(C(=O)CN1C(=O)c2ccc([N+](=O)[O-])cc2C1=O)C1CCCCC1 | i | 35.3 | i | 1.3
COc1cc(C(=O)Nc2ccc3nc(N4CCOCC4)sc3c2)cc(OC)c1OC | i | 6.4 | i | 0.6
CC12CCC(=O)N1C(C(=O)NNC(=O)c1ccc(Cl)cc1)CS2 (configuration not stated) | i | 23.6 | i | 0.9
O=C(CSc1ccc(Br)cc1)NC1CCCCCC1 | i | 26.9 | i | 0.5
O=C(COc1ccccc1)NCC(c1ccco1)N1CCN(c2ccccc2F)CC1 (configuration not stated) | i | 53.7 | i | 0.4
CN(CC(=O)Nc1c(Cl)cccc1Cl)C(=O)CNC(=O)c1ccc2ccccc2c1 | i | 28.4 | i | 1.3
COc1ccccc1C(=O)NC(=O)COC(=O)CCOc1ccccc1C | i | 38.4 | i | 0.6
O=C(Nc1ccc(S(=O)(=O)Nc2cnc3ccccc3n2)cc1)c1ccc(Cl)cc1Cl | i | 55.0 | i | 0.9
COc1ccc2c(c1)oc1c(SCc3nc4ccccc4[nH]3)nc(C)nc12 | i | 25.0 | i | 0.6
CC(=O)Nc1ccc(NC(=O)CSc2nc3ccccc3c(=O)n2CCCN2CCOCC2)cc1 | i | 31.1 | i | 0.7
COc1cccc(-c2sc3ccc(OC)cc3c2C#CC2(O)CCCCC2)c1 | i | 33.1 | i | 1.1
Cc1cccnc1NC(=O)c1ccc2c(c1)OCCO2 | i | 34.0 | i | 0.9
C[C@H](CO)N1C[C@H](C)[C@@H](CN(C)C(=O)Nc2ccccc2)Oc2c(NC(=O)Cc3ccccc3)cccc2C1=O | i | 12.1 | i | 0.6
Cc1cc(NC(=O)C(C)SCC(=O)OCc2ccc([N+](=O)[O-])cc2)no1 (configuration not stated) | i | 16.0 | i | 1.7
CCOc1ccc(C(=O)NNC(=O)CNC(=O)c2ccc(C)s2)cc1OC | i | 40.2 | i | 0.4
O=C1c2cc(S(=O)(=O)N(CCO)CCO)ccc2-c2ccc(S(=O)(=O)N(CCO)CCO)cc21 | i | 34.3 | i | 0.6
Oc1cc2c(cc1O)CN(C(=S)NCCc1ccc(Cl)cc1)CCC2 | i | 38.5 | i | 1.9
CCN1CCN(c2ccc(S(=O)(=O)N3CCCCC3)cc2NC(=O)c2ccccc2)CC1 | i | 18.5 | i | 1.3
O=C(Nc1ccc(NC(=O)c2ccc3c(c2)OCO3)cc1)c1cccc(Cl)c1 | i | 25.8 | i | 0.9
O=C(c1ccco1)N1CCN(Cc2cc(=O)c(OCc3ccc([N+](=O)[O-])cc3)co2)CC1 | i | 60.8 | i | 0.7
COC(=O)/C=C1\SC(=NC(=O)c2ccc(-c3ccccc3)cc2)NC1=O | i | 32.8 | i | 1.1
C=CC[C@@H](CC(=O)OC(C)(C)C)C(=O)OC[C@H]1CCCN1C(=O)[C@@H](CC=C)CC(=O)NCCO | i | 26.8 | i | 1.2
CSc1ncccc1C(=O)Nc1cccc(S(=O)(=O)N(C)c2ccccc2)c1 | i | 4.7 | i | 0.5
CC(OC(=O)c1ccco1)C(=O)Nc1nc(-c2ccccc2)cs1 (configuration not stated) | i | 29.6 | i | 0.8
CSCC[C@@H](C(=O)NCCCCCCCCCCC(=O)N1CCNCC1)n1cc(CCO)nn1 | i | 40.3 | i | 0.6
C=CCn1c(SCC(=O)c2ccc(O)c(O)c2)nnc1-c1cccc(C)c1 | i | 54.4 | i | 1.7
COc1ccc(NC(=O)COC(=O)CCNC(=O)c2ccco2)cc1Cl | i | 43.2 | i | 1.0
O=C(CN1C(=O)NC2(CCCCC2)C1=O)Nc1ccc2[nH]c(=O)[nH]c2c1 | i | 28.9 | i | 0.8

Three of these compounds, set out differently:
CC(OC(=O)c1ccco1)C(=O)Nc1nc(-c2ccccc2)cs1 (configuration not stated)
- T cell HTS: i
- T cell HTS vesicle-bound %: 29.6
- Myeloid diff MLP: i
- Myeloid diff MLP GFP+ MAC1+ %: 0.8

CSCC[C@@H](C(=O)NCCCCCCCCCCC(=O)N1CCNCC1)n1cc(CCO)nn1
- T cell HTS: i
- T cell HTS vesicle-bound %: 40.3
- Myeloid diff MLP: i
- Myeloid diff MLP GFP+ MAC1+ %: 0.6

C=CCn1c(SCC(=O)c2ccc(O)c(O)c2)nnc1-c1cccc(C)c1
- T cell HTS: i
- T cell HTS vesicle-bound %: 54.4
- Myeloid diff MLP: i
- Myeloid diff MLP GFP+ MAC1+ %: 1.7

(listing goes on)
SMILES | T cell HTS | T cell HTS vesicle-bound % | Myeloid diff MLP | Myeloid diff MLP GFP+ MAC1+ %
CCCN(CC(=O)Nc1ccc(F)c(F)c1F)C(=O)C1=COCCO1 | i | 32.6 | i | 0.3
CCNC(=O)NC1c2ccccc2CSc2ccccc21 (configuration not stated) | i | 34.7 | i | 0.6
Cc1ccc(NC(=O)COC(=O)CN2C(=O)c3ccccc3C2=O)cc1 | i | 32.1 | i | 0.1
CCN(CC(=O)Nc1cc(Cl)ccc1C)C(=O)c1cc(S(=O)(=O)N2CCCCCC2)ccc1OC | i | 13.5 | i | 1.3
Cc1nn(-c2ccccc2)c(C)c1NC(=O)COC(=O)c1cccc(OC(F)F)c1 | i | 40.7 | i | 0.5
Cc1ccc(N2C(=O)N(CC(=O)Nc3ccc(C)c(C)c3)C(=O)C2C)cc1 (configuration not stated) | i | 30.6 | i | 1.1

Screens as filed in PubChem.

Not all compounds are listed; rates above refer to the full screens.
